Screening results: PubChem, National Center for Advancing Translational Sciences (NCATS)
IkB sig inh = inhibitors of IkB signaling in ABC-DLBCL cells. actives 0.04% (n = 110,000). ABC-DLBCL IkBa-CBG/CBR dual luciferase ratio, 4 h; response scale: scaled: untreated 0%, proteasome inhibitor 100%. Potency, µM (series often up to 57.1 µM), inactives show at the top dose IkBa stabilization activation. AID 445; active = well fitted curve in the direction sought with a large enough effect in the signal ratio, not every such curve was filed as active; inconclusive = small, poorly fitted or top-dose-only effect, or a change in a side signal; the % refers to the signal ratio;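 also: the direction sought is a rising ratio; 0% = basal untreated cells and 100% = reference inhibitor full response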
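In this assay, an IκBα–CBG68 fusion accumulates when IKK-driven degradation is blocked; native CBR normalizes for cell number. OCI-Ly3 cells were treated 4 h with compound and doxycycline, then green and red light read after Chroma-Glo addition.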
Imprint erasure = inducers of genomic imprint erasure in mouse ES cells | Potency, µM (doses to about 60.7 µM), for the others: top-dose activity change, positive = activation, hits mostly activators | actives 0.02% (n = 110,000) | mouse ES Peg3-LacZ reporter, beta-gal luminescence, 40 h;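 also: 0% = negative control wells on the plate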
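Imprint erasure is scored as LacZ activity from the silenced maternal Peg3 allele in feeder-free female ES cells cultured 40 h with LIF. Luminescence is normalized to in-plate negative controls and fitted to the Hill equation.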
p53ts 39C kill = cytotoxicity in p53ts cells at nonpermissive temperature. AID 902. H1299-p53A138V viability at 39C, ATP luminescence, 24 h. actives 1.5% (n = 130,000). Potency, µM (highest dose often 46.1 µM), for inactives: top-dose activity change, negative = cell killing, most hits filed as cytotoxic; also: nearly all actives have a fitted effect of over 55% in size
p53ts 32C kill = kills p53ts cells at the permissive temperature; H1299-p53A138V at 32C, ATP luminescence viability, 24 h; actives 0.93% (n = 130,000); Potency, µM (titrated, usually from 46.1 µM), without a hit: at the top dose activity change, negative = cytotoxicity, hits mostly cytotoxic;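 also: 0% = DMSO and -100% = full killing by reference compound; nearly all actives have a fitted effect of over 55% in size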
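H1299-p53 A138V cells (temperature-sensitive p53) exposed 24 h to up to 46 uM compound at 32C, where p53 is wild-type in conformation. Viability read as ATP luminescence and normalised to DMSO and 100 uM tamoxifen. AC50 fitted with the Hill equation.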
* = called active by the depositor; ? = inconclusive; nt = no result given; [ ] = remark or other dose. Unless noted, calls follow the shape of the dose curve; as a rule, active = well fitted curve in the direction sought with a large enough effect; inconclusive = small, poorly fitted or top-dose-only effect, or another doubt; inactive = no such curve, though single readings can be large; an effect the other way counts as inactive or inconclusive. Unless noted, % is scaled to controls: 0 for no effect and ±100 for the full control effect; potency is read from the fitted curve at half-maximal effect.

Keys – A = IkB sig inh; B = Imprint erasure; C = p53ts 39C kill; D = p53ts 32C kill
CC(C)(C)OC(=O)N1CCC(c2c(C(=O)NCCN3CCC(Cc4ccccc4)CC3)cnn2-c2ccccc2)CC1
  A: -6.7% | B: -15%[10.9 µM] | C: 32µM* | D: ?

CCc1c(C)sc(NC(=O)c2cc(-c3ccco3)on2)c1C#N
  A: 4.2% | B: 7% | C: 1% | D: 0%

CCOC(=O)c1ccc(N2C(=O)c3n[nH]c(-c4ccco4)c3C2c2ccc(F)cc2)cc1 (stereo unspecified)
  A: ? | B: -9%[10.9 µM] | C: ? | D: ?

Cn1c(=O)n(CC(=O)N2CCOCC2)c2ccccc21
  A: -0.2% | B: -5% | C: 2% | D: 3%

O=C(Nc1ccc(Br)cc1F)c1cc(S(=O)(=O)NC2CCCCC2)ccc1F
  A: ? | B: -15%[10.9 µM] | C: -28% | D: 23%

CCCSCCCNC(=O)c1ccc2c(c1)nc1n2CCCCC1
  A: ? | B: -9%[10.9 µM] | C: ? | D: ?

COc1ccc(NC(=O)Cn2c(=O)n(CCC(=O)NCC3CCCO3)c(=O)c3cc(OC)c(OC)cc32)cc1 (stereo unspecified)
  A: 0.6% | B: 10%[10.9 µM] | C: -16% | D: 2%

CCOC(=O)N1CCN(CCC(=O)Nc2cc(C)ccc2C)CC1
  A: 1.7% | B: ? | C: 7% | D: 1%

Cc1ccc(-c2nnn(CC(=O)N(c3cccc(F)c3)C(C(=O)NC3CCCC3)c3ccco3)n2)o1 (stereo unspecified)
  A: 2.8% | B: nt | C: -7% | D: 9%

CCOc1ccc(CCNC(=O)C2CCCN(c3nn4c(=O)cc(C)nc4s3)C2)cc1OCC (stereo unspecified)
  A: 0.4% | B: -11% | C: -6% | D: 2%

Cc1cccc(OC(=O)c2cc(-c3ccc4c(c3)OCCO4)on2)c1
  A: ? | B: -17%[10.9 µM] | C: 20µM* | D: 20µM*

O=C(Nc1c(C(=O)N2CCN(c3ccccc3F)CC2)oc2ccccc12)c1cccc(F)c1
  A: ? | B: ? | C: -6% | D: -7%

COc1ccc2cc(C(c3nnnn3Cc3ccc(F)cc3)N3CCCCCC3)c(=O)[nH]c2c1 (stereo unspecified)
  A: 2.7% | B: -16% | C: -18% | D: 9%

Cc1cc(OCC(=O)Nc2ccc(S(=O)(=O)N3CCN(C)CC3)cc2)cc(C)c1Cl
  A: -0.9% | B: 3% | C: -13% | D: -13%

Nc1[nH]c(=S)[nH]c(=O)c1-c1ccccc1
  A: -0.4% | B: 8% | C: 15% | D: -2%

COc1cccc(-c2nnc(NC(=O)c3ccc(S(=O)(=O)N4CCOCC4)cc3)o2)c1
  A: ? | B: -47%[inhibitor] | C: ? | D: -22%

Cc1cc(C)cc(NC(=O)N2CCN(C(=O)c3nsc4ccccc34)CC2)c1
  A: ? | B: 14%[10.9 µM] | C: -18% | D: 17%

Cc1ccc(C=Nc2ccc(N(C)C)cc2)o1
  A: ? | B: -42%[inhibitor] | C: -10% | D: -10%

Cc1oc(-c2ccccc2F)nc1CS(=O)(=O)CC(=O)N1CCOCC1
  A: -3.1% | B: -9% | C: 2% | D: 7%

O=C(COc1ccccc1-c1nc(-c2ccccc2)no1)Nc1ccc([N+](=O)[O-])cc1
  A: 1.9% | B: 3%[10.9 µM] | C: -7% | D: -3%

Cc1ccccc1N1C(=O)N(c2cccc(C(F)(F)F)c2)C2CS(=O)(=O)CC21 (stereo unspecified)
  A: 0.4% | B: -10% | C: 9% | D: 1%

CCC(=O)OC1=CN(Cc2ccccc2)S(=O)(=O)c2ccccc21
  A: -0.8% | B: 8%[10.9 µM] | C: 1% | D: 0%

CCOc1ccc(N(CC(=O)NC(C)(C)C)S(=O)(=O)c2c(C)noc2C)cc1
  A: -2.4% | B: -11% | C: 1% | D: 4%

O=C(CCSc1ccccc1)NCCN1CCOCC1
  A: -1.3% | B: -4% | C: 1% | D: -8%

COC(=O)c1cc2sccc2n1Cc1ccc(F)cc1
  A: 0.1% | B: ? | C: 1% | D: -13%

COCCn1c(C)cc(O)c(C(c2ccc(Cl)cc2)N2CCCCC2)c1=O (stereo unspecified)
  A: 0.7% | B: 11%[10.9 µM] | C: 21% | D: 7%

Cc1ccc(OC(=O)c2cccc(C(=O)Oc3ccc(C)cn3)n2)nc1
  A: 0.8% | B: -13% | C: 8% | D: -25%

COc1cccc(-c2cc(C(=O)NCc3ccco3)no2)c1
  A: ? | B: -11% | C: -21% | D: -13%

CC(Sc1nc(-c2ccc(F)cc2)cs1)C(=O)N1c2ccccc2CC1C (stereo unspecified)
  A: nt | B: nt | C: 2% | D: 23%

CCn1c(=O)c(C(=O)NCc2ccccn2)c(O)c2ccccc21
  A: ? | B: -12% | C: 17% | D: 14%

CCOc1ccc(CC(=O)Nc2c(C(N)=O)oc3ccccc23)cc1OCC
  A: 0.4% | B: -11% | C: 0% | D: -5%

O=C(Nc1cccc(C(F)(F)F)c1)c1cccnc1N1CCCC1
  A: -0.4% | B: -11% | C: -3% | D: -2%

O=C(NCCc1ccccc1)c1cnc2sc(N3CCOCC3)nn2c1=O
  A: -1.7% | B: 20%[10.9 µM] | C: 13% | D: -5%

COc1cc(C(=O)N2CCC(n3c(C)nc4cc(F)ccc43)CC2)cc(OC)c1OC
  A: nt | B: nt | C: 10% | D: -25%

COc1cc2c(cc1OC)CN(C(=O)CSc1nnc3scc(-c4ccccc4)n13)CC2
  A: -0.5% | B: -16% | C: 3% | D: 0%

CCOc1ccc(S(=O)(=O)N2CCN(c3ccccc3)CC2)cc1C(N)=O
  A: 2.6% | B: 7%[10.9 µM] | C: 7% | D: -5%

CCOCCn1cnc2sc(C(=O)Nc3nc(C)c(C(=O)OCC)s3)c(C)c2c1=O
  A: 2.5% | B: -26% | C: -1% | D: -20%

Cc1nnc(C)n1/N=C/c1ccccn1
  A: nt | B: nt | C: -5% | D: 4%

O=C(O)c1cc(-c2ccc(-c3ccccc3)cc2)nc2cc3ccccc3cc12
  A: 2.1%[11.4 µM] | B: -8%[10.9 µM] | C: ? | D: ?

COc1ccc(-n2c(COc3ccccc3)nnc2SCc2ccc(C#N)cc2)cc1
  A: ? | B: -16% | C: 0% | D: 8%

O=S(=O)(c1cccs1)N1CN(CC2CCCO2)c2nc3ccccc3nc21 (stereo unspecified)
  A: 6.3% | B: -19% | C: 11% | D: 1%

Cc1ccc(NC(=O)C(=O)c2cc(C)n(-c3ccc(F)cc3)c2C)cc1C
  A: ? | B: 23%[10.9 µM] | C: -12% | D: 9%

CCc1cccc(NC(=O)C(Cc2ccccc2)NS(=O)(=O)c2ccc3c(c2)c(=O)n(C)c(=O)n3C)c1 (stereo unspecified)
  A: 2.6% | B: -2%[10.9 µM] | C: -15% | D: 6%

Cc1ccc(C)c(/C(O)=C2\C(=O)C(=O)N(Cc3cccnc3)C2c2cccnc2)c1 (stereo unspecified)
  A: 0.1% | B: nt | C: 18% | D: -2%

CCOC(=O)c1noc2ncn(CC(=O)Nc3ccc(C)c(F)c3)c(=O)c12
  A: -1.3% | B: -13%[10.9 µM] | C: -19% | D: 1%

COc1ccccc1CNC(=O)CCCn1c(=O)c2ccccc2n(Cc2ccc(C)cc2)c1=O
  A: 2.1% | B: -4%[10.9 µM] | C: -17% | D: 3%

NS(=O)(=O)c1ccc(CCNC(=O)CCCC2=NS(=O)(=O)c3ccccc3N2)cc1
  A: 0.1% | B: 7% | C: -3% | D: 1%

COCCNC(=O)Cn1c(=O)n(Cc2ccc(C(=O)NCc3ccco3)cc2)c(=O)c2ccccc21
  A: 0.3% | B: -6% | C: 7% | D: 1%

COc1ccc(-c2c3c(nc4sc(C(=O)Nc5ccc(Cl)cc5)c(N)c24)CC(C)(C)CC3=O)cc1
  A: ? | B: -16%[10.9 µM] | C: 12% | D: 4%

CC(=O)N(CC1CCCO1)c1nnc(-c2cnccn2)s1 (stereo unspecified)
  A: 1.8% | B: -2% | C: 0% | D: -4%

Remaining list, next part:
Keys – A = IkB sig inh; B = Imprint erasure; C = p53ts 39C kill; D = p53ts 32C kill
Cc1nc2ccccc2n1CC(O)COc1ccc(C(=O)O)cc1 (stereo unspecified)
  A: -0.5% | B: -4%[10.9 µM] | C: 15% | D: -3%

O=C(Nc1cccc(F)c1)N1CC2(CCN(C(=O)c3ccco3)CC2)C1
  A: 0.5%[11.4 µM] | B: nt | C: 11% | D: 3%

O=C(CSc1nc(-c2ccco2)cc(C(F)(F)F)n1)Nc1ccc(C(=O)N2CCCCC2)cc1
  A: 6.5% | B: -21% | C: 45%[activator] | D: 42%[activator]

Cc1cc2nn(-c3ccc(F)cc3)nc2cc1NC(=O)c1cccc([N+](=O)[O-])c1C
  A: -4.1% | B: -16%[10.9 µM] | C: 21% | D: 2%

Cc1cc(NC(=O)c2ccc3c(c2)C(=O)N(CCC(C)C)C3=O)no1
  A: -1.2% | B: 23% | C: 2% | D: -6%

Cc1ccc(Cl)cc1NC(=O)COC(=O)CC(C)(C)CC1=NS(=O)(=O)c2ccccc2N1
  A: ? | B: 3%[10.9 µM] | C: -20% | D: 0%

Cc1ccc(Cl)cc1NC(=O)c1cnn2c(C(F)F)cc(-c3ccccc3)nc12
  A: -2.1% | B: -17%[10.9 µM] | C: -18% | D: -2%

CN(C)S(=O)(=O)c1cccc(C(=O)N(Cc2ccc(F)cc2)Cc2ccco2)c1
  A: -0.3% | B: -4% | C: 7% | D: 4%

O=C(NCCc1ccc(Cl)cc1)C(=O)NCC(c1cccs1)S(=O)(=O)c1cccs1 (stereo unspecified)
  A: ? | B: -10%[10.9 µM] | C: -3% | D: 1%

COc1cccc(-c2cncnc2NCc2ccccc2OC)c1
  A: -0.5%[11.4 µM] | B: ? | C: -15% | D: 14%

NC(=O)COC(=O)c1ccc(Oc2ccccc2)cc1
  A: -0.8% | B: -22% | C: -10% | D: -8%

O=C(CC1N=C2c3ccccc3N=C(SCC(=O)Nc3ccc(F)cc3)N2C1=O)NCc1ccc2c(c1)OCO2 (stereo unspecified)
  A: ? | B: 1%[10.9 µM] | C: -13% | D: 1%

COc1ccc(CNC(=O)Nc2cccs2)cc1OC
  A: -0.7% | B: 3% | C: -10% | D: -5%

COCn1c(-c2ccc(OC)cc2)nc2ccccc21
  A: nt | B: nt | C: 11µM* | D: 7.9µM*

Fc1ccc(C(NCCc2ccccc2)c2nnc(-c3ccccc3Cl)o2)cc1 (stereo unspecified)
  A: ? | B: -12%[10.9 µM] | C: -18% | D: 16%

COc1ccc(-c2cc(C(=O)N3CCN(c4ccccc4OC)CC3)c3cc(C(C)C)ccc3n2)cc1
  A: ? | B: -21%[10.9 µM] | C: -17% | D: -11%

An excerpt of these results, with tabs:
molecule	IkB sig inh	Imprint erasure	p53ts 39C kill	p53ts 32C kill
Cc1cccc(OC(=O)c2cc(-c3ccc4c(c3)OCCO4)on2)c1	?	-17%[10.9 µM]	20µM*	20µM*
O=C(Nc1c(C(=O)N2CCN(c3ccccc3F)CC2)oc2ccccc12)c1cccc(F)c1	?	?	-6%	-7%
COc1ccc2cc(C(c3nnnn3Cc3ccc(F)cc3)N3CCCCCC3)c(=O)[nH]c2c1 (stereo unspecified)	2.7%	-16%	-18%	9%
Cc1cc(OCC(=O)Nc2ccc(S(=O)(=O)N3CCN(C)CC3)cc2)cc(C)c1Cl	-0.9%	3%	-13%	-13%
Nc1[nH]c(=S)[nH]c(=O)c1-c1ccccc1	-0.4%	8%	15%	-2%
COc1cccc(-c2nnc(NC(=O)c3ccc(S(=O)(=O)N4CCOCC4)cc3)o2)c1	?	-47%[inhibitor]	?	-22%
Cc1cc(C)cc(NC(=O)N2CCN(C(=O)c3nsc4ccccc34)CC2)c1	?	14%[10.9 µM]	-18%	17%
Cc1ccc(C=Nc2ccc(N(C)C)cc2)o1	?	-42%[inhibitor]	-10%	-10%
Cc1oc(-c2ccccc2F)nc1CS(=O)(=O)CC(=O)N1CCOCC1	-3.1%	-9%	2%	7%
O=C(COc1ccccc1-c1nc(-c2ccccc2)no1)Nc1ccc([N+](=O)[O-])cc1	1.9%	3%[10.9 µM]	-7%	-3%

Hits appear at their usual frequency; any-hit rate near 1.7%.
